Efflux pump inh – blocks antifungal efflux pumps in multiplex yeast assay; S. cerevisiae Candida pump triplex, Nile Red efflux; inhibition, % at 10 µM; hit rate 0.44% among 330,000; AID 485275;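 active = plate passing quality check with inhibition over a set limit, or well fluorescence over plate mean plus 4 SD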;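 note: Nile Red retained in pooled yeast measured as flow cytometry median fluorescence; 0% = buffer negative control and 100% = Enniatin B positive control; higher means more Nile Red kept so more efflux inhibition; some compounds called inactive have numbers as strong as hits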
CR mimetic SO – lowers age-related superoxide in aged yeast cells. hit rate 0.18% among 330,000. S. cerevisiae aged cells, superoxide DHE fluorescence; stronger effect = lower value. AID 2690. superoxide response (% of plate mean), % at 10 µM;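 active = superoxide response under a set limit, about three screen SD below normal, cut at about 65% in these data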;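 note: yeast aged for seven days with compound at 30 °C before DHE staining; 100% = average MFI of all compound-treated wells on the plate with controls excluded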
RPL19A TOR yeast – yeast TOR pathway RPL19A-GFP modulation | S. cerevisiae RPL19A-GFP strain, flow cytometry, 3 h; stronger effect = lower value | percent response vs DMSO, % at 10 µM | AID 2025 | hit rate 0.3% among 330,000;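 active = percent response vs DMSO below 50%; inconclusive = fewer than 70 events counted for the yeast strain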;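 note: median channel GFP fluorescence of the barcoded RPL19A-GFP strain; ratio of sample median GFP to plate DMSO average so 100% = DMSO; lower means less RPL19A-GFP as with rapamycin TOR inhibition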
LAP4-GFP MLPCN – yeast TOR pathway LAP4-GFP modulation | S. cerevisiae LAP4-GFP multiplex, flow cytometry GFP, 3 h; median GFP as percent of DMSO wells | GFP response vs DMSO, % at 10 µM | hit rate 0.34% among 320,000;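 active = GFP response vs DMSO above a set limit, about the screen mean plus 3 SD, cut at about 150% in these data; inconclusive = under 70 cell events counted for the yeast strain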
MEP2 TOR yeast – modulators of TOR pathway MEP2-GFP in S. cerevisiae; S. cerevisiae MEP2-GFP strain, flow cytometry GFP, 3 h; 100% = DMSO control level; GFP response vs DMSO, % at 10 µM; hit rate 0.51% among 330,000; AID 2016;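 active = GFP response versus DMSO above a set limit, roughly screen mean plus 3 SD, cut at about 180% in these data; inconclusive = fewer than 70 cells counted for a yeast strain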;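 note: median GFP fluorescence of the barcode-gated MEP2-GFP cells per well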
CIT2 TOR yeast – yeast TOR pathway CIT2-GFP modulation | GFP response vs DMSO, % at 10 µM | S. cerevisiae CIT2-GFP strain, flow cytometry, 3 h; 100 means same as DMSO wells | hit rate 0.065% among 320,000;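 active = GFP response relative to DMSO above a set limit, near the screen mean plus 3 SD, cut at about 150% in these data; inconclusive = Fewer than 70 cells measured for a yeast strain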;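 note: ratio of well median GFP fluorescence to mean of DMSO wells on the plate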
AGP1 TOR yeast – yeast TOR pathway AGP1-GFP modulation | S. cerevisiae AGP1-GFP multiplex flow cytometry, 3 h; GFP as percent of DMSO wells | GFP response vs DMSO, % at 10 µM | hit rate 0.02% among 320,000;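 active = GFP response relative to DMSO above a set limit, near screen average plus 3 SD, cut at about 150% in these data; inconclusive = fewer than 70 cells counted for the yeast strain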;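 note: median GFP channel fluorescence of the gated AGP1 strain per well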
AHR act – activates the human aryl hydrocarbon receptor; activation, % at 5 µM; P35869; AHR-responsive luciferase reporter cells, luminescence; hit rate 2.5% among 320,000; AID 2796; in the data active = activation above about 47%;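 note: 0% = vehicle wells and 100% = reference agonist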
Target sequence (P35869 whole entry, looked up): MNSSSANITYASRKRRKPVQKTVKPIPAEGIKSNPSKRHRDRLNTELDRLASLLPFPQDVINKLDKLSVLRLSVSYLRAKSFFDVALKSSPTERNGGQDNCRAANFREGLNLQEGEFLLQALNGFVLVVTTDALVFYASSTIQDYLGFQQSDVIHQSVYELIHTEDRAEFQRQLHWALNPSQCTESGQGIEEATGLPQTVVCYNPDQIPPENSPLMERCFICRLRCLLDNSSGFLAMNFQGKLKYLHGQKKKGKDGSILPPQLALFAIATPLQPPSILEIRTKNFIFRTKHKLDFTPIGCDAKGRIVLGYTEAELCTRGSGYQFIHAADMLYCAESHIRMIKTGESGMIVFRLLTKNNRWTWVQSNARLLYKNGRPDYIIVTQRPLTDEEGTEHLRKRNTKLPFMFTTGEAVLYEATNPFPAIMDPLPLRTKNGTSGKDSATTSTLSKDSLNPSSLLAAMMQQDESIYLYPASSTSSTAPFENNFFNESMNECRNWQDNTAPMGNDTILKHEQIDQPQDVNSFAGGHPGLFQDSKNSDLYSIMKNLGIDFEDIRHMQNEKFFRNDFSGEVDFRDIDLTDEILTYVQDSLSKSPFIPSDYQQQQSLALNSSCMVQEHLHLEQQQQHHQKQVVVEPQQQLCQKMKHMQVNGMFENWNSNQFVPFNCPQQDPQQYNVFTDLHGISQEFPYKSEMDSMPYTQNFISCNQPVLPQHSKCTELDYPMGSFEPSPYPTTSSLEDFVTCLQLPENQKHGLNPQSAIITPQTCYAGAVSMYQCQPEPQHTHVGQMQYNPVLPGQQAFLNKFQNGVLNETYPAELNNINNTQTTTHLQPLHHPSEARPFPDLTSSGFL
* hit, by the source's call; ? = inconclusive; / = not tested or not shown; [ ] = another dose, or the depositor's remark.

Values run as follows: Efflux pump inh | CR mimetic SO | RPL19A TOR yeast | LAP4-GFP MLPCN | MEP2 TOR yeast | CIT2 TOR yeast | AGP1 TOR yeast | AHR act
1. CCCOC1(NC(=O)c2ccccc2)C(C)=CC(=O)C=C1C
→ 0.0 | 95 | 100 | 99 | 98 | 98 | 103 | 2
2. CCCCCCn1c(C(C)O)nc2ccccc21 (configuration not stated)
→ -0.1 | 105 | 108 | 112 | 106 | 109 | 106 | -2
3. CC(C)C(NS(=O)(=O)c1ccccc1F)C(=O)N1CCc2ccccc2C1 (configuration not stated)
→ 0.0 | 104 | 106 | 96 | 107 | 100 | 102 | -2
4. CC1CCN(C(=O)CN2C(=O)NC3(CCC(C)CC3)C2=O)CC1 (configuration not stated)
→ 0.0 | 102 | 92 | 90 | 95 | 92 | 91 | 1
5. Cc1cc(Cl)c(OCCOCCN2CCCCC2)c(Br)c1
→ -0.1 | 115 | 96 | 100 | 115 | 105 | 101 | -3
6. COc1ccc(S(=O)(=O)N2CCOC2CNC(=O)C(=O)NCc2ccc(F)cc2)cc1OC (configuration not stated)
→ 0.1 | 101 | 101 | 96 | 96 | 102 | 94 | 2
7. CC1(c2ccccc2)CC(C)(C)N(C(N)=O)c2ccccc21 (configuration not stated)
→ 0.6 | 102 | 93 | 80 | 98 | 92 | 85 | 14
8. CCOC(=O)c1nnc(-c2cccs2)nc1Oc1ccccc1C(=O)OC
→ 0.0 | 116 | 104 | 98 | 100 | 99 | 95 | 3
9. COC(=O)c1ccc(NC2(C#N)C(=O)Nc3ccccc32)cc1 (configuration not stated)
→ 0.2 | 97 | 96 | 87 | 100 | / | 100 | 8
10. CCOCCCNC(=O)CN1C(=O)CSc2cc(S(=O)(=O)N3CCCCCC3)ccc21
→ 0.1 | 102 | 100 | 102 | 104 | 97 | 95 | -1
11. Cc1noc(C)c1NC(=O)Nc1ccc2c(c1)C(=O)N([C@H](C)CO)C[C@H](C)[C@@H](CN(C)C(=O)NC(C)C)O2
→ -0.1 | 98 | 100 | 102 | 103 | 107 | 102 | -1
12. CC(C)(C)N1C(=O)[C@H]2[C@@H](c3ccc(Br)cc3)N3C(=O)N(c4cccc(Cl)c4)C(=O)[C@@]3(C)[C@H]2C1=O
→ 0.0 | 99 | 108 | 112 | 99 | 95 | 101 | 4
13. CCN(CC)CCNC(=O)C(=O)Nc1ccc2c(c1)N(S(=O)(=O)c1cccs1)CCC2
→ -0.1 | 104 | 100 | 98 | 101 | 105 | 106 | -1
14. CCN1C(=O)C(=O)N(CC(=O)N2CCC(C)Sc3ccccc32)C1=O (configuration not stated)
→ -0.2 | 93 | 93 | 88 | 92 | 96 | 95 | -1
15. NS(=O)(=O)c1c(Sc2ccccc2C(=O)O)ccc2ccccc12
→ 0.0 | 106 | 107 | 101 | 106 | 102 | 103 | 21
16. CCCCN(CC)C(=O)c1ccc(Cl)cc1
→ -0.1 | 87 | 107 | 106 | 108 | 101 | 124 | -1
17. CCn1nc(NS(=O)(=O)c2ccc([N+](=O)[O-])cc2)c2cc3cc(C)ccc3nc21
→ -0.4 | 93 | 110 | 125 | 116 | 120 | 126 | 5
18. Cc1ccc2c(c1)c1c3n2CCCN(Cc2ccccc2)C3CCC1 (configuration not stated)
→ 0.0 | 81 | 98 | 95 | 88 | 87 | 83 | 0
19. O=C(O)C12CC3CC(C1)CC(n1ncc(NCc4ccco4)c(Cl)c1=O)(C3)C2
→ 0.1 | 108 | 96 | 121 | 98 | 94 | 104 | 1
20. O=S(=O)(Nc1ncccn1)c1ccc(NC(=S)Nc2ccccc2Cl)cc1
→ 0.1 | 101 | 96 | 82 | ? | 95 | 89 | -1

Of the compounds above, 4 have two or more sulfur atoms:
Values run as follows: Efflux pump inh | CR mimetic SO | RPL19A TOR yeast | LAP4-GFP MLPCN | MEP2 TOR yeast | CIT2 TOR yeast | AGP1 TOR yeast | AHR act
10. CCOCCCNC(=O)CN1C(=O)CSc2cc(S(=O)(=O)N3CCCCCC3)ccc21
→ 0.1 | 102 | 100 | 102 | 104 | 97 | 95 | -1
13. CCN(CC)CCNC(=O)C(=O)Nc1ccc2c(c1)N(S(=O)(=O)c1cccs1)CCC2
→ -0.1 | 104 | 100 | 98 | 101 | 105 | 106 | -1
15. NS(=O)(=O)c1c(Sc2ccccc2C(=O)O)ccc2ccccc12
→ 0.0 | 106 | 107 | 101 | 106 | 102 | 103 | 21
20. O=S(=O)(Nc1ncccn1)c1ccc(NC(=S)Nc2ccccc2Cl)cc1
→ 0.1 | 101 | 96 | 82 | ? | 95 | 89 | -1

Continued:
Values run as follows: Efflux pump inh | CR mimetic SO | RPL19A TOR yeast | LAP4-GFP MLPCN | MEP2 TOR yeast | CIT2 TOR yeast | AGP1 TOR yeast | AHR act
21. CC(=O)Nc1ccccc1C(=O)C(=O)O
→ 0.0 | 103 | 85 | 99 | 100 | 95 | 89 | 2
22. COc1cc(C(=O)OCC(=O)Nc2nnc(-c3ccccc3)o2)cc(OC)c1OC
→ 0.0 | 98 | 94 | 88 | 103 | 89 | 95 | 4
23. Cc1ccc(-c2nnnn2CS(=O)(=O)c2ccccc2)cc1
→ 0.0 | 102 | 93 | 97 | 94 | 92 | 93 | 8
24. COc1cc(CCC(=O)Nc2nnc(C)s2)cc(OC)c1OC
→ 0.1 | 101 | 107 | 94 | 105 | 98 | 96 | 0
25. O=C(CN1CCN(S(=O)(=O)c2ccc(F)cc2)CC1)NC1CC1
→ -0.1 | 68 | 119 | 103 | 111 | 110 | 114 | -3
26. O=C(NCCN1CCOCC1)c1ccc(CS(=O)(=O)c2c(Cl)cccc2Cl)o1
→ -0.2 | 101 | 102 | 108 | 107 | 106 | 108 | 3
27. CC(C)C(=O)NCCc1nc(-c2ccccc2Cl)no1
→ -0.1 | 101 | 103 | 109 | 91 | 97 | 89 | 3
28. COCCn1c(C)cc(C(=O)COC(=O)CCc2ccc(S(=O)(=O)N3CCOCC3)cc2)c1C
→ 0.0 | 97 | 103 | 102 | 108 | 110 | 106 | 0
29. CC1(C(=O)NCC2CC2)C=CC2(CCCCC2)N1C(=O)c1ccccc1 (configuration not stated)
→ -0.1 | 102 | 100 | 141 | 95 | 116 | 87 | -2
30. C=Cn1cc[n+](CC(=O)c2ccc(Br)cc2)c1
→ -0.1 | 100 | 108 | 88 | 105 | 112 | 107 | 1
31. COc1cc2c(cc1OC)C(C)N(C(=O)C(NC(=O)c1ccccc1)C(C)C)CC2 (configuration not stated)
→ -0.1 | 95 | 101 | 101 | 105 | 103 | 98 | -1
32. CCOc1c(CNc2nnnn2C)cccc1OC
→ 0.1 | 100 | 104 | 94 | 105 | 127 | 107 | -1
33. CCCc1cc(=O)oc2c(C)c(OC(C)C(=O)NCCN3CCOCC3)ccc12 (configuration not stated)
→ 0.3 | 117 | 91 | 89 | 89 | 95 | 92 | 4
34. CCOC(=O)c1ccc(NS(=O)(=O)c2ccc3c(c2)oc(=O)n3C)cc1
→ -0.2 | 90 | 103 | 107 | 101 | 104 | 116 | 0
35. Cc1cc(NC(=S)N(CCCN2CCN(C)CC2)Cc2ccco2)ccc1Cl
→ 0.2 | 100 | 99 | 99 | 102 | 92 | 104 | 1
36. COc1cccc(C(=O)NCCNC(=O)c2ccco2)c1
→ 0.1 | 87 | 100 | 100 | 106 | 109 | 99 | -1
37. O=C(NCCN1CCOCC1)c1cc2ccccc2oc1=O
→ 0.2 | 110 | 104 | 109 | 104 | 106 | 104 | 0
38. CC(C)(O)C#Cc1ccc(CN2CCN(CCc3ccccc3)C(CCO)C2)s1 (configuration not stated)
→ 0.0 | 86 | 105 | 86 | 101 | 101 | 105 | 2
39. CSc1ncccc1C(=O)Nc1nc2ccc(Oc3ccccc3)cc2s1
→ 0.4 | 117 | 103 | 93 | 108 | 96 | 100 | -9
40. COCC1CCCCN1C(=O)c1ccc2oc(CCc3ccccc3)nc2c1 (configuration not stated)
→ 0.5 | 100 | 100 | 104 | 111 | 96 | 103 | 4

Shown with tabs: part of the list above.
No.	Structure	Efflux pump inh	CR mimetic SO	RPL19A TOR yeast	LAP4-GFP MLPCN	MEP2 TOR yeast	CIT2 TOR yeast	AGP1 TOR yeast	AHR act
39	CSc1ncccc1C(=O)Nc1nc2ccc(Oc3ccccc3)cc2s1	0.4	117	103	93	108	96	100	-9
32	CCOc1c(CNc2nnnn2C)cccc1OC	0.1	100	104	94	105	127	107	-1

Later entries.
Values run as follows: Efflux pump inh | CR mimetic SO | RPL19A TOR yeast | LAP4-GFP MLPCN | MEP2 TOR yeast | CIT2 TOR yeast | AGP1 TOR yeast | AHR act
41. Cc1ccc(S(=O)(=O)N2CCCCC2)cc1C(=O)OCC(=O)N1c2ccccc2NC(=O)C1(C)C
→ 0.0 | 87 | 96 | 100 | 102 | 93 | 98 | 0
42. C(=C\c1ccccc1)/CSc1nnc(-c2ccccc2)n1Cc1ccco1
→ 0.2 | 88 | 101 | 107 | 99 | 91 | 98 | 0
43. CCOC(=O)c1c(N)sc(C(=O)OCCOC)c1C
→ 0.2 | 97 | 96 | 102 | 98 | 89 | 95 | -1
44. CCOc1ccccc1NC(=O)c1oc2ccccc2c1NC(=O)C1CCCO1 (configuration not stated)
→ 0.1 | 78 | 93 | 94 | 88 | 84 | 90 | 49*
45. COc1ccc(-c2nc(CS(=O)CC(=O)NC3CCCCC3)c(C)o2)cc1 (configuration not stated)
→ 0.0 | 86 | 96 | 88 | 96 | 103 | 93 | 4
46. COc1cc(CN2CC(=O)N(c3ccc(C)cc3)C2=S)cc(OC)c1OC
→ -10 | 106 | 99 | 103 | 100 | 113 | 92 | 3
47. COc1ccccc1NC(=O)CN1CCCCCC1
→ 0.1 | 89 | 104 | 96 | 109 | 101 | 102 | 1
48. CC(C)(C)n1nc2c(c1NC(=O)COc1ccc(Cl)cc1)CS(=O)(=O)C2
→ 0.0 | 92 | 103 | 105 | 100 | 93 | 98 | 1
49. COc1cc(OC)cc(C(=O)NC(=S)NNC(=O)[C@H]2C[C@@H]2c2ccccc2)c1
→ -0.1 | 142 | 99 | 97 | 89 | 100 | 102 | 14
50. COc1ccc2c(c1)OC(c1ccccc1)(C(F)(F)F)NC2=O (configuration not stated)
→ 0.3 | 94 | 104 | 99 | 100 | 100 | 110 | 2
51. Nn1c(SCc2ccccc2)nc2ccccc21
→ 0.1 | 89 | 103 | 135 | 131 | 105 | 101 | 3
52. CN1CCC(N(C)S(=O)(=O)c2ccc(NC(=O)COc3ccc([N+](=O)[O-])cc3)cc2)CC1
→ 0.0 | 94 | 97 | 102 | 100 | 101 | 104 | -2
53. COC(=O)c1ccc(S(N)(=O)=O)o1
→ -0.2 | 100 | 104 | 103 | 109 | 103 | 105 | -4
54. COc1cc2nc(C3CCC3)n(N)c(=O)c2cc1OC
→ 0.0 | 99 | 98 | 96 | 105 | 103 | 99 | 9
55. O=C1CCC(C(=O)OCc2ccccc2)N1 (configuration not stated)
→ -0.1 | 96 | 96 | 99 | 96 | 98 | 101 | 0
56. COC(=O)N/N=C/c1cc(C)n(-c2cccc3ccccc23)c1C
→ -0.2 | 92 | 44*[may fluoresce violet] | 75[may fluoresce violet] | 144[may fluoresce violet] | ? | 19[may fluoresce violet] | 6
57. COc1ccccc1C(N)=S
→ -0.3 | 104 | 96 | 96 | 108 | 101 | 97 | 5
58. COc1cccc(NC(=O)CSc2nccn(-c3ccc4c(c3)OCCO4)c2=O)c1
→ 0.0 | 91 | 91 | 110 | 95 | 103 | 97 | 1
59. c1ccc2[nH]c(CCCCc3nc4ccccc4[nH]3)nc2c1
→ 0.0 | 102 | 105 | 95 | 104 | 101 | 99 | 8
60. CCOc1ccc2nc(SCC(=O)Nc3nonc3C)[nH]c2c1
→ 0.1 | 104 | 106 | 97 | 94 | 103 | 100 | 9

High-throughput results: PubChem BioAssay, several laboratories
